IDE act = human IDE activators in live cells, primary screen, fluorescence polarization, HEK cells, FAbeta-B substrate; hit rate 0.073% among 340,000; FAbeta-B cleavage; 0% vehicle, 100% cell-free pure enzyme wells; AID 493087, 2011; activation, % at 5.96 µM;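 active = activation above the mean of all tested compounds plus 3 SD, set per screening campaign, cut at about 17% in these data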
Target sequence (P14735 whole entry, looked up): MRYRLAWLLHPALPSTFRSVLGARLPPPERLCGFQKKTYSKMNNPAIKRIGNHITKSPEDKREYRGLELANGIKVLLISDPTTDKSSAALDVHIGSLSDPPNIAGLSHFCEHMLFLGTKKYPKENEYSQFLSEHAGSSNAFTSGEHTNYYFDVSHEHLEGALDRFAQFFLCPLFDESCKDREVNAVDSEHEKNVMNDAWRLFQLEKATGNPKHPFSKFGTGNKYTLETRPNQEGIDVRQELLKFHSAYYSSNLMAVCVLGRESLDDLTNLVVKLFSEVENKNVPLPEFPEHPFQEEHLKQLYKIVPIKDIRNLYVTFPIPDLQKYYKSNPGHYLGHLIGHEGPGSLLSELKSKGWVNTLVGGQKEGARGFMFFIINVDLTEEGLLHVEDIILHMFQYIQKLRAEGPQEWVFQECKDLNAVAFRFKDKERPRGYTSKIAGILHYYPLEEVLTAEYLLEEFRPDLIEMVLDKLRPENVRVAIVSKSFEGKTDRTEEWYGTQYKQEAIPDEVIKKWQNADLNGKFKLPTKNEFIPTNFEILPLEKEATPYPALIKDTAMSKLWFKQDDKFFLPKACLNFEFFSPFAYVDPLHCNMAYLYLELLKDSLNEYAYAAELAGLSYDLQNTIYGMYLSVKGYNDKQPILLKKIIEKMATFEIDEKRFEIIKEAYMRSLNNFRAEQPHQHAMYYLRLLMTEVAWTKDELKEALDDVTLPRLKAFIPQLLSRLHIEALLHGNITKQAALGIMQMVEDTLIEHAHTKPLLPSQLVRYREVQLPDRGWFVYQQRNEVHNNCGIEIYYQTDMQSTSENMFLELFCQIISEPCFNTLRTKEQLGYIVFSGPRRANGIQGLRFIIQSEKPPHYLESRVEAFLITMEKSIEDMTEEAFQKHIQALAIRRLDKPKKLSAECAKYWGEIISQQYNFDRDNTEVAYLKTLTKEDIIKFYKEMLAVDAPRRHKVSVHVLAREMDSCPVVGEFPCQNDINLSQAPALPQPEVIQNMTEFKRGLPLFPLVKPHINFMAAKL
VIM-2 inhibitor = VIM-2 metallo-beta-lactamase inhibitors, primary screen, biochemical, epi-absorbance readout, Pseudomonas aeruginosa enzyme | purified VIM-2, nitrocefin hydrolysis, epi-absorbance fluorescence | inhibition, % at 5.6 µM | hit rate 0.89% among 290,000 | AID 1527, 2009;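 active = inhibition above the mean of all tested compounds plus 3 SD, cutoff set per screening run, cut at about 7.5% in these data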;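 note: red hydrolysis product quenches plate fluorescence so inhibitors raise well fluorescence; 0% = enzyme with DMSO and 100% = DMSO without enzyme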
SUMO HTRF inh = inhibitors of in vitro SUMOylation cascade, primary screen, biochemical, HTRF, uHTS | SUMO-conjugating enzyme UBC9 (Homo sapiens), P63279 | HTRF SUMOylation assay, SAE1/SAE2 + UBC9 | inhibition, % at 35 µM | hit rate 0.36% among 290,000 | AID 2006, 2009; in the data active = inhibition above about 50%, passing the limit was not always enough; note: strong numbers were not always called active
GalR3 antag = GalR3 antagonists in HEK293 cells, primary screen, cell-based, fluorescence readout; inhibition, % at 3 µM; hit rate 0.44% among 360,000; HEK293 GalR3-CNG cAMP membrane potential fluorescence; galR3 body fused to GalR1 C-terminus; Galanin receptor type 3 (Homo sapiens), O60755; AID 651719, 2012;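 active = inhibition above the screen-wide average plus 3 SD, cut at about 13% in these data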;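 note: forskolin and galanin both at EC90 stimulate the cells; cAMP rise reported by CNG channel membrane potential dye signal; 0% = forskolin plus galanin with DMSO and 100% = forskolin alone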
CRFR2-BP antag = antagonists of CRF-BP/CRF-R2 complex, primary screen, cell-based, HEK293, calcium dye fluorescence, uHTS; hit rate 0.59% among 350,000; CRF-induced calcium fluorescence; inhibition, % at 11.8 µM; AID 588475, 2011;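 active = inhibition of the ligand-induced calcium signal above about 50% at the single tested concentration, limit read from the data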
pCIP destab = p/CIP-EGFP fusion destabilizers, primary screen, fluorescence, F442A cells; 16 h; AID 1984, 2009; Q05BA5; decrease of EGFP signal, % at 10 µM; hit rate 0.01% among 290,000;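 active = EGFP signal decrease of at least 30% at 10 µM or well 3 SD below plate mean, unless failing retest; inactive = the rest, including hits failing retest or dose response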; note: some compounds called inactive have numbers as strong as hits; many of its hits are not listed in these tables
IDE inh = human IDE inhibitors in live cells, primary screen, fluorescence polarization, HEK cells, FAbetaB substrate. FAbetaB cleavage. hit rate 0.41% among 320,000. inhibition, % at 5.59 µM. Insulin-degrading enzyme (Homo sapiens), P14735;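 active = percent inhibition above the average of all tested compounds plus 3 SD, set per screening campaign, cut at about 16% in these data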;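 note: IDE supplied by intact live HEK cells; FP after avidin binding of uncleaved biotin substrate so inhibition keeps polarization high; 0% = DMSO wells and 100% = 60 µM reference IDE inhibitor Ii1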
HCV NS3 hel inh = inhibitors of HCV NS3 helicase, primary screen, biochemical, Cy5 molecular beacon fluorescence | Hepatitis C virus NS3 helicase | NS3 helicase DNA unwinding | inhibition, % at 10.9 µM | hit rate 0.56% among 290,000;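 active = inhibition above the mean of all tested compounds plus 3 SD, set per campaign, cut at about 35% in these data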;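 note: 0% = DMSO wells and 100% = thioflavine S control wells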
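assay system = NS3 helicase fragment of HCV | buffer or medium = MOPS pH 6.5, MgCl2, DTT, Tween20, BSA | timing = 60 min unwinding reaction at 25 °C after ATP addition | signal = Cy5 beacon fluorescence read at start and 1 h | read-out basis = % inhibition of unwinding | control set = low DMSO, high thioflavine S at 110 µM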
IMP-1 inhibitor = IMP-1 metallo-beta-lactamase inhibitors, primary screen, biochemical, epi-absorbance readout, Pseudomonas aeruginosa enzyme; purified IMP-1, nitrocefin hydrolysis, epi-absorbance fluorescence; inhibition, % at 5.6 µM; hit rate 0.45% among 290,000;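 active = inhibition above the mean plus 3 SD of all compounds in the same screening run, cut at about 4.5% in these data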;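 note: 0% = IMP-1 with DMSO and 100% = DMSO wells lacking enzyme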
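Material – recombinant IMP-1 enzyme, purified · Amount – IMP-1 0.2 nM before substrate addition · Medium – HEPES buffer pH 7.1 with ZnSO4 and Brij 35 · Timing – 25 °C, 15 min preincubation, 25 min reaction · Measured by – plate fluorescence quenching by hydrolysis product, ex 480/em 530 nm · Read-out – percent enzyme inhibition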
Numbers without * were called inactive; . = not tested or not shown.

SMILES | IDE act | VIM-2 inhibitor | SUMO HTRF inh | GalR3 antag | CRFR2-BP antag | pCIP destab | IDE inh | HCV NS3 hel inh | IMP-1 inhibitor
O=C(CC1CCCCC1)Nc1c2c(nn1-c1ccc(F)cc1)CS(=O)(=O)C2 | 2 | -2.7 | 2 | -8 | -8 | 12 | 3 | 14 | -0.3
CN(C(=O)COn1nnc2ccc(Cl)cc21)C1CCS(=O)(=O)C1 (stereo not drawn) | 3 | . | . | 0 | -5 | . | -4 | . | .
Cn1c(SCCC#N)nnc1-c1ccccc1F | -4 | 0.1 | 14 | -5 | -9 | -6 | -2 | 17 | -2.4
CCc1ccc(C(=O)/C=C2\Sc3ccccc3NC2=O)cc1 | -2 | -6.0 | -11 | -7 | -15 | -17 | 18* | 8 | -2.9
Nc1nnc(SCC(=O)NNC(=O)c2ccc(Cl)cc2)s1 | -1 | . | . | 0 | 0 | . | 0 | . | .
C=CCn1c(SCc2n[nH]c(=S)n2-c2ccccc2)nnc1-c1ccccc1 | 3 | 4.1 | 16 | -3 | -6 | -7 | 7 | 5 | -3.6
Cc1ccc(S(=O)(=O)Oc2ccc(/C=C3\C(=N)N4N=C(S(C)(=O)=O)SC4=NC3=O)cc2)cc1 | 1 | 0.1 | 24 | -1 | -10 | -8 | -1 | -15 | -2.9
COc1ccc(CCNC(=O)N[C@@H](Cc2ccccc2)C(=O)O)cc1 | 2 | 1.2 | 4 | -11 | -1 | -7 | 1 | 1 | 0.6
COc1ccc(CCC(=O)NCCCNC(=O)CCc2ccc(OC)cc2)cc1 | 0 | -2.5 | 6 | 3 | 13 | -2 | 1 | 7 | -3.0
CCn1c(SCc2ccc(C#N)cc2)nnc1-c1cccc(Cl)c1 | 3 | -1.1 | -6 | -5 | 30 | 3 | 3 | -2 | -1.4
O=C1CC(c2ccccc2)CC(=O)C1Sc1ccc(Cl)cc1 (stereo not drawn) | 2 | -1.9 | 16 | 4 | -33 | 0 | 7 | 21 | -2.2
COc1ccc(CC(=O)N2CCC(Nc3nc4ccccc4n3Cc3ccc(F)cc3)CC2)cc1 | 4 | -1.6 | -8 | -3 | 1 | -29 | 1 | -27 | -2.5
CCC(CC)C(=O)N1N=C(c2ccc(NS(C)(=O)=O)cc2)CC1c1ccc(C)cc1 (stereo not drawn) | -6 | -1.2 | -16 | 3 | -3 | -6 | 7 | -6 | -2.3
CC(=O)N1c2ccc(S(=O)(=O)N3CCC(C(=O)NCc4ccc(Cl)cc4)CC3)cc2CC1C (stereo not drawn) | 4 | -2.5 | . | -1 | 13 | -20 | -4 | -1 | -1.0
COc1ccc(OC)c(S(=O)(=O)N2CCN(C(=O)NC3CCCCC3)CC2)c1 | -5 | . | . | -4 | 3 | . | 3 | . | .
CCOC(=O)C(C)Sc1nc2c(cnn2-c2ccc(C)cc2)c(=O)[nH]1 (stereo not drawn) | 1 | -0.6 | 12 | -5 | 30 | -1 | 1 | -2 | 0.4
CCN(CC)S(=O)(=O)c1ccc2c(c1)oc(=O)n2CC(=O)NC1CCCCC1 | -2 | -0.1 | 14 | 6 | -7 | -13 | 7 | -1 | -0.6
CCN(CC)c1ccc(/C=N/NC(=O)OC(C)(C)C)cc1 | 6 | -2.8 | -8 | -3 | -4 | -6 | 4 | -12 | -4.0
CCC(=O)N1CCc2cc(S(=O)(=O)CCC(=O)NCCc3ccc(OC)c(OC)c3)ccc21 | 2 | -0.8 | -7 | 0 | 0 | 6 | 2 | -2 | -1.0
O=C(COC(=O)c1cc(=O)[nH]c2ccccc12)Nc1cccc(S(=O)(=O)N2CCOCC2)c1 | 5 | -1.0 | 28 | 0 | -5 | -4 | 2 | -1 | -2.5
C=CCN1c2ccccc2[C@]23C[C@@H](C(=O)OC)N(C(=O)CC(C)C)C2=NC(C(=O)OC)=C(C(=O)OC)[C@H]13 | 3 | . | -6 | -6 | 8 | 3 | 2 | . | .
COc1cc(OC)cc(C(=O)N[C@H](C(=O)NCc2ccccc2)C(C)C)c1 | 2 | -2.7 | 8 | -9 | 4 | -6 | 9 | -4 | -3.3
O=c1ccn(-c2cccc(C(F)(F)F)c2)nc1-c1ccn(-c2ccccc2)n1 | -5 | 0.3 | 0 | 4 | -2 | -3 | 14 | -3 | -1.7
O=C(NCC1CCCO1)C(c1ccc(F)cc1)N(Cc1ccc2c(c1)OCO2)C(=O)c1ccc(CN2CCOCC2)o1 (stereo not drawn) | 7 | -3.1 | -3 | -4 | -22 | -8 | 0 | -2 | -2.6
CCN(CC)S(=O)(=O)c1cccc(S(=O)(=O)c2cccc(S(=O)(=O)N(CC)CC)c2)c1 | 4 | -1.5 | -1 | -7 | 15 | -2 | 9 | -5 | 0.0
CCCCC(=O)Nc1ncc([N+](=O)[O-])s1 | 0 | -2.5 | -2 | -3 | -16 | -21 | 4 | 9 | -2.0
COc1cccc(CNC(=O)CCC2CCCN(C(=O)CCn3cncn3)C2)c1 (stereo not drawn) | 3 | -3.8 | 7 | 3 | -2 | -7 | 4 | -2 | -2.3
COc1cccc(CNC(=O)c2ccc(OC)c(S(=O)(=O)NC3CCCC3)c2)c1 | 1 | . | . | -6 | 3 | . | 0 | . | .
CCCCNC(=O)Cn1c(=O)oc2cc(S(=O)(=O)N3CC(C)CC(C)C3)ccc21 (stereo not drawn) | 5 | -4.7 | 2 | 2 | -23 | 3 | -3 | 15 | -4.1
COc1ccccc1C1=NOC(COC(=O)c2ccc3ccccc3n2)C1 (stereo not drawn) | 1 | 0.6 | -21 | -4 | 11 | 9 | 5 | -1 | -1.8
O=C(Cc1ccc(-n2c(=O)[nH]c3ccccc3c2=O)cc1)N1CCN(c2cccc(Cl)c2)CC1 | 3 | -0.1 | 9 | -4 | -13 | -1 | 1 | -3 | 0.0
Cc1cc2c(c(SCC(=O)N(C)c3ccccc3)n1)C(=O)OC2 | 1 | -1.8 | 24 | -3 | 3 | 0 | -1 | -1 | -2.7
COc1ccc(CCNC(=O)C(=O)Nc2nccs2)cc1OC | 3 | -1.9 | -4 | -7 | -6 | 13 | 0 | -1 | -5.0
CN1CCN(S(=O)(=O)c2cccc(C(=O)Nc3nccs3)c2)CC1 | 4 | 0.2 | 24 | -5 | 4 | -7 | 4 | -8 | -1.8
Cn1c(SCC(=O)NNC(=O)c2ccc(Br)cc2)nnc1-c1cccnc1 | 1 | -3.2 | 4 | -4 | -8 | 7 | -2 | 2 | -2.7
COc1ccccc1N(CC(=O)NCCN1CCOCC1)S(=O)(=O)c1ccccc1 | 3 | -1.2 | 16 | -6 | 7 | -1 | -3 | -4 | -0.9
CCc1cccc(CC)c1NC(=O)COC(=O)c1ccccc1-c1nc2ccccc2s1 | 1 | -2.2 | -22 | -4 | -13 | 1 | 1 | 4 | -0.6
Cc1c(CCC(=O)N2CCC(C(=O)O)(c3ccccc3)CC2)c(=O)oc2cc3oc4c(c3cc12)CCCC4 | 0 | -1.1 | 17 | -4 | 0 | -2 | 6 | 28 | -2.6
CCOCCCNC(=O)CCNC(=O)c1cc(OC)c(OC)c(OC)c1 | -6 | -1.4 | 22 | -5 | -10 | -13 | 2 | -3 | -4.5
CN1C(=O)/C(=C2\SC(=S)N(CC3CCCO3)C2=O)c2ccccc21 (stereo not drawn) | . | -1.6 | 14 | . | . | -2 | . | 1 | -1.1
CC(=O)c1ccc(NC(=O)C2CCCC2)cc1 | 5 | -1.4 | 4 | -10 | 6 | -6 | . | -12 | -1.2
COc1ccc(C(=O)CC(=O)O)c2c1C=CC(C)(C)O2 | 4 | -0.2 | 37 | 3 | 1 | -16 | -3 | 1 | -1.4
CCOC(=O)c1c(C)nc2sc3c(=O)n(-c4ccc(C(C)=O)cc4)cnc3c2c1-c1ccc(Cl)cc1 | 7 | -3.5 | -5 | 0 | -4 | 4 | 0 | -1 | -5.0
O=C(CCCNC(=O)c1ccc(Cl)cc1)OCc1cccc(Br)c1 | 3 | . | . | -4 | 6 | . | 2 | . | .
COc1ccc(C/C(N)=N/OC(=O)Cc2ccccc2)cc1OC | -1 | -0.3 | 18 | -4 | -6 | -4 | -5 | 13 | -0.6
O=[N+]([O-])c1ccc2c(c1)S(=O)c1ccccc1-2 (stereo not drawn) | 2 | 0.3 | 16 | 0 | -1 | -11 | 6 | -5 | -0.9
O=C1CN(S(=O)(=O)c2ccc(Br)cc2)c2ccccc2N1 | -2 | -2.0 | 10 | 5 | 11 | -1 | -4 | 10 | -4.0
Cc1cc(=O)oc2c3c4c(cc12)OCCN4CCC3 | -4 | 2.2 | 18 | -3 | -3 | -22 | -1 | -3 | -2.1
O=C(O)C1C2C=CC(C2)C1C(=O)NCc1cccnc1 (stereo not drawn) | -2 | 3.5 | 12 | -2 | -6 | -9 | 3 | 0 | -2.6
COC(=O)c1cc(CNC(=O)CC(C)c2ccccc2)ccc1OC (stereo not drawn) | 0 | -1.7 | 1 | -9 | 2 | -10 | -3 | 9 | -2.1
COc1nnc(-c2ccc(C)c(S(=O)(=O)NCC3CCCO3)c2)c2ccccc12 (stereo not drawn) | 1 | 4.5 | -9 | -2 | 5 | 3 | 6 | 8 | -1.0
Cc1ccccc1CNC1CCCCC1 | 2 | 0.1 | 15 | -1 | 0 | 6 | 8 | 8 | -1.6
Cc1ccc(S(=O)(=O)Cc2cccc(C(=O)N3CCOCC3)c2)cc1 | 3 | -2.7 | 10 | -2 | 7 | 3 | 3 | 4 | -6.9
Cc1cccnc1NC1OC(=O)c2ccccc21 (stereo not drawn) | 4 | 0.3 | -7 | -7 | -12 | 5 | 5 | -2 | -3.2

An excerpt from above in order of the IMP-1 inhibitor value, lowest first.
SMILES | IDE act | VIM-2 inhibitor | SUMO HTRF inh | GalR3 antag | CRFR2-BP antag | pCIP destab | IDE inh | HCV NS3 hel inh | IMP-1 inhibitor
Cc1ccc(S(=O)(=O)Cc2cccc(C(=O)N3CCOCC3)c2)cc1 | 3 | -2.7 | 10 | -2 | 7 | 3 | 3 | 4 | -6.9
O=C(O)C1C2C=CC(C2)C1C(=O)NCc1cccnc1 (stereo not drawn) | -2 | 3.5 | 12 | -2 | -6 | -9 | 3 | 0 | -2.6
Cc1ccccc1CNC1CCCCC1 | 2 | 0.1 | 15 | -1 | 0 | 6 | 8 | 8 | -1.6
O=[N+]([O-])c1ccc2c(c1)S(=O)c1ccccc1-2 (stereo not drawn) | 2 | 0.3 | 16 | 0 | -1 | -11 | 6 | -5 | -0.9

High-throughput results (PubChem BioAssay)
